Screens as filed in PubChem.
HCMV inh: inhibitors of human cytomegalovirus; HFF cells, HCMV-luciferase reporter, 72 h; hits give low values; activity change, negative = inhibition, % at 57.5 µM; 410,000 compounds, 4.5% hits; AID 1259415; in the data active means activity change below about -60%; inconclusive means no clear call, values can overlap the other calls; inactive means above about -39%
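Compounds were evaluated in HFFs infected with an HCMV luciferase reporter virus (MOI 1 PFU/cell). Luciferase in lysates collected 72 h post infection served as the replication measure.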
AMA1 RON2 block: disrupts binding of P. falciparum AMA1 to RON2; AlphaScreen AMA1-biotinylated RON2 peptide binding; Potency, µM (highest dose often 58.2 µM), for inactives: at the top dose activity change, negative = inhibition, actives largely listed as inhibitors; 360,000 compounds, 0.2% hits; AID 720542;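 further: potency means the concentration at half of the fitted maximal effect; 0% = vehicle wells and -100% = peptide control; nearly all actives have a fitted effect of over 45% in size; some results filed as inactive show a strong effect at the top dose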
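AMA1 (3D7) with his tag at 25 nM final met compounds first, then biotinylated RON2 peptide at 25 nM; detection used donor plus acceptor beads, 10 µg/mL apiece, read by AlphaScreen after 30 min at room temperature.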
Tb PYK inh: blocks Trypanosoma brucei pyruvate kinase | TbPYK enzyme, Kinase-Glo Plus ATP luminescence, 45 min | Potency, µM (titrated, usually from 76.8 µM), without a hit: at the highest dose activity, negative = inhibition, most hits filed as inhibitors | 410,000 compounds, 0.12% hits; further: potency means the concentration at half of the fitted maximal effect; nearly all actives have a fitted effect of over 50% in size
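In this concentration-response screen, enzyme-free wells defined baseline while DMSO plates tracked drift. Each reaction combined TbPYK, substrate, compound and 130 uM ADP for 45 min at room temperature. Kinase-Glo Plus luminescence gave the signal.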
HCV inhibitor: blocks hepatitis C virus. Huh7.5.1 HCVcc-Cre infection, luciferase reporter, 44 h. Potency, µM (series often up to 41.8 µM), without a hit: at the top dose activity change, negative = inhibition, hits mostly inhibitors. 340,000 compounds, 3.4% hits. AID 651820; further: potency means the concentration at half of the fitted maximal effect
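A cell-based infection assay in which seeded cells (1,000 per well) receive test compound after 4 h, are inoculated with HCVcc-Cre at approximately 0.5 moi, and are incubated 44 h before luminescence detection.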
AmpC no deterg: AmpC beta-lactamase inhibition without detergent. P00811. AmpC nitrocefin hydrolysis, absorbance 480 nm, 0.0001% Triton. Potency, µM (doses to about 57.1 µM), for inactives: top-dose activity change, negative = inhibition, actives largely listed as inhibitors. 330,000 compounds, 0.52% hits;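 further: potency means the concentration at half of the fitted maximal effect; plate controls were no compound for no effect and no enzyme for full effect; nearly all actives have a fitted effect of over 20% in size; some results filed as inactive show a strong effect at the top dose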
Target sequence (P00811 whole entry, looked up): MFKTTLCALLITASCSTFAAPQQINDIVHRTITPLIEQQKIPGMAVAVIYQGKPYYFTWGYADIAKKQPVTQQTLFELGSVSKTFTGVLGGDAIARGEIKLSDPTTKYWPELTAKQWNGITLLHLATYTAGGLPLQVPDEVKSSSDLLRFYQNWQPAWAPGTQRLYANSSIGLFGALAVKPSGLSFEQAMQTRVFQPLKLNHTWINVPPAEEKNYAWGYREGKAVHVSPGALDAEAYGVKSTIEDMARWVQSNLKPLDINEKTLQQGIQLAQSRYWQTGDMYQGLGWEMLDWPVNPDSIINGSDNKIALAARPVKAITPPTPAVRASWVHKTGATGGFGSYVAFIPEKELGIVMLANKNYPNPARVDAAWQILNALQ
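20 mM phosphate pH 7.0 + 0.01% (detergent screen) or 0.0001% Triton X-100; 5.3 nM AmpC reagent; cpd preinc 15 min RT; nitrocefin (800 uM stock) to start; A480 q20 s × 4 min; Activity was normalised to no-enzyme and no-compound control wells.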
LmPK inhibitor: blocks Leishmania mexicana pyruvate kinase activity | Q27686 | purified LmPK, Kinase-Glo ATP luminescence, 1 h | Potency, µM (series often up to 57.5 µM), without a hit: at the highest dose activity change, negative = inhibition, hits mostly inhibitors | 290,000 compounds, 0.37% hits | AID 1721; further: potency means the concentration at half of the fitted maximal effect
Target sequence (Q27686 whole entry, looked up): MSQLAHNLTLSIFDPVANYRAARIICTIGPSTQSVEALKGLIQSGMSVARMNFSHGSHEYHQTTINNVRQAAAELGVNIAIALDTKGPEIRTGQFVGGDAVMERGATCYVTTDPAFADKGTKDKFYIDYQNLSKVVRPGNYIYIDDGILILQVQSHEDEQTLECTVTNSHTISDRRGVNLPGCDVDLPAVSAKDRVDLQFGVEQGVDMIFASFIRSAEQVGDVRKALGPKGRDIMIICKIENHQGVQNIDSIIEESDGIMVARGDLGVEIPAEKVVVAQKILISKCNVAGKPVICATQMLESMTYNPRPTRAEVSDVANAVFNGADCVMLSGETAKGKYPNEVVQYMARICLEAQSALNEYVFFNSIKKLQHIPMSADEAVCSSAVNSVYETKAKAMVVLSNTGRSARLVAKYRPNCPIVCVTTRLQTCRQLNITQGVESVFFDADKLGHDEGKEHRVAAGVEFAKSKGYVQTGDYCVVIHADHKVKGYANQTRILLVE
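0.1 nM LmPK, 0.5 mM PEP, 0.1 mM ADP; 50 mM imidazole pH 7.2, 7 mM MgCl2, 50 mM KCl; 1 h RT. Kinase-Glo luminescence readout, normalized to no-enzyme (full inhibition) and uninhibited wells.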
AmpC inh detg: AmpC beta-lactamase inhibition with detergent present; 370,000 compounds, 0.041% hits; Potency, µM (doses to about 114 µM), inactives show at the highest dose activity change, negative = inhibition, usual class: inhibitors; AmpC hydrolysis of nitrocefin, absorbance 480 nm, 0.01% Triton; AID 485294;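 further: potency means the concentration at half of the fitted maximal effect; 0% = no-compound wells and -100% = no-enzyme wells; nearly all actives have a fitted effect of over 25% in size; some results filed as inactive show a strong effect at the top dose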
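AmpC (5.3 nM in the dispensed reagent) in 20 mM phosphate pH 7.0 with 0.01% (detergent screen) or 0.0001% Triton X-100 was preincubated with compounds for 15 min at room temperature. Nitrocefin was then added from an 800 uM solution, and hydrolysis was followed at 480 nm.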
Starred values were filed as active, the others as inactive; ? = inconclusive; . = no result given; [ ] = dose if it differs, or a comment. Unless noted, the call rests on the fitted dose curve; in most records, active means well fitted curve in the direction sought with a large enough effect; inconclusive means small, poorly fitted or top-dose-only effect, or another doubt; inactive means no such curve, though single readings can be large; an effect the other way counts as inactive or inconclusive. Unless noted, on the % scale 0 is the no-effect control and ±100 the full control effect.

Fields: HCMV inh, AMA1 RON2 block, Tb PYK inh, HCV inhibitor, AmpC no deterg, LmPK inhibitor, AmpC inh detg
1. O=C(CN(CCc1ccccc1)C(=O)c1csnn1)NCc1ccc(F)cc1
    58, 17%, -2%, -15%, -2%, -3%, -5%
2. CN(CC(CC(=O)Nc1nncs1)c1ccccc1)S(=O)(=O)c1ccccc1 (stereo unspecified)
    -9, -2%, -8%, 0%, 5%, 16%, -2%
3. CC(C)(C)NC(=O)CN(C(=O)CNC(=O)c1cccs1)c1ccccc1F
    1, -26%, 2%, 6%, 164%[activator], 8%, -9%
4. CCn1c(SCC(=O)N/N=C/C(C)=C/c2ccco2)nnc1-c1ccccc1
    -22, 40%[activator], -5%, -1%, -15%, -2%, -9%
5. CCOc1ccc(N=CC2=C(O)CC(C)(C)CC2=O)cc1
    14, 10%, 2%, 17%, -5%, 0%, -15%
6. COc1ccc(C(=O)Nc2ccc3c(c2)OCO3)cc1OC
    -2, -4%, -15%, -2%, -11%, 5%, ?
7. CCCCNC(=O)c1nc(C2CCN(S(=O)(=O)c3ccccc3C(F)(F)F)CC2)oc1-c1ccccc1
    -8, -1%, 6%, ., ., ., .
8. CC1CCCCC12NC(=O)N(CC(=O)N1CCN(c3ccccc3)CC1)C2=O (stereo unspecified)
    9, 13%, -2%, -9%, -5%, ., .
9. CCNS(=O)(=O)c1ccc(CCC(=O)NCc2ccccn2)cc1
    -17, 53%[activator], -11%, 18%, -2%, 12%, 2%
10. COCCNC(=O)CCCCCNS(=O)(=O)c1ccc(C)cc1
    8, -12%, -9%, 14%, -1%, 0%, -11%
11. C/C(=N\OCc1cccc(C(=O)O)c1)c1ccc(Cl)cc1
    74, 3%, -5%, 3%, -32%, -18%, 6%
12. O=C(CSc1nc2ccccc2o1)Nc1cc(C(F)(F)F)ccc1N1CCOCC1
    -12, -11%, -8%, ?, -5%, 2%, -13%
13. Cc1nn(Cc2ccc([N+](=O)[O-])cc2)c(=O)n1-c1ccccc1
    19, 0%, -9%, 10%, -19%, 5%, 2%
14. CC(N=C(NS(=O)(=O)c1ccc(Cl)cc1)c1ccccc1)C(=O)O (stereo unspecified)
    -9, -10%, 4%, 14%, -21%, 0%, -10%
15. CC(C)=CC(=O)OCC(=O)Nc1nc(C)c(Cl)cc1Cl
    59, 1%, 4%, -10%, -21%, 0%, ?
16. Cc1ccc(NC(=O)c2cc(S(=O)(=O)N3CCOCC3)c(Br)s2)cc1
    -39, 6%, -9%, -25%, -38%, 0%, -10%
17. COc1ccccc1N(CC(=O)Nc1ccc(C)c(Cl)c1)S(=O)(=O)c1ccc(C)cc1
    ?, ., 3%, ., ., ., 5%
18. CCOC(=O)c1c(C)[nH]c(C(=O)OCc2ccc(F)cc2)c1C
    45, -4%, 9%, ?, -29%, -4%, -3%
19. COc1ccc(S(=O)(=O)N(CCc2ccccc2)CC(=O)O)cc1
    0, 16%, 3%, 3%, -16%, 3%, -3%
20. CCOC(=O)c1ccc(NCc2ccc(N(C)C)cc2)cc1
    -10, -11%, -14%, -25%, -16%, 3%, 3%
21. CCN(CC(=O)Nc1c(F)cccc1F)C(=O)c1nc2nccc(C)n2n1
    -5, 10%, 2%, 16%, -7%, ., -19%
22. COc1ccc(NC(=S)N2CCN(C(=O)c3ccco3)CC2)cc1
    9, 9%, -5%, 5%, -10%, 0%, -7%
23. CC1CCN(C(=O)CSc2nc3ccccc3[nH]2)CC1
    41, -6%, 4%, 21%, -14%, 2%, -13%
24. O=C(NCc1ccco1)c1ccc(Cl)c(S(=O)(=O)N2CCc3ccccc32)c1
    -82*, -15%, 3%, ?, -11%, -2%, -14%
25. Cc1cc(C)nc(NC(=O)CSc2ncccn2)n1
    ., ., ., ., -18%, -5%, 5%
26. COc1ccc2cc(CN(CC3COCCO3)S(=O)(=O)c3ccccc3)c(=O)[nH]c2c1 (stereo unspecified)
    -6, 0%, -15%, -25%, 32%, -1%, -12%
27. CN(C(=O)C12CC3CC(CC(C3)C1)C2)C1CCS(=O)(=O)C1 (stereo unspecified)
    -35, -6%, 13%, 11%, -9%, 2%, -19%
28. CC(C)CN(CC(C)C)C(=O)CN1c2cccc3cccc(c23)S1(=O)=O
    52, -1%, 0%, 0%, -11%, 2%, -6%
29. O=S(=O)(CCCc1ccccc1)c1ncn[nH]1
    28, 0%, 9%, 16%, -3%, 3%, -9%
30. CCC1=C/C(=C\c2ccc3c(c2)OCO3)C(=O)S1
    ., ., ., ., ?, 3%, 2%
31. Cc1oc(-c2cccc(Br)c2)[n+]([O-])c1C
    ?, 11%, 2%, 26%, -7%, -5%, 3%
32. CC[C@]1(C(=O)OC)[C@H]2C(=O)N(Cc3ccccc3)C(=O)[C@H]2[C@H]2CN=C(SCc3ccc(C#N)cc3)N21
    -21, -14%, -4%, -30%[8.37 µM], 16%, ., .
33. COc1ccc(OC)c(S(=O)(=O)N2CCCC(C(=O)NCc3cccnc3)C2)c1 (stereo unspecified)
    -16, 9%, 0%, -7%, -6%, -1%, -6%
34. COc1ccc(N(C)S(=O)(=O)c2cccc(C(=O)OCC(=O)NCc3ccccc3OC)c2)cc1
    8, -18%, 3%, -3%, -10%, 2%, -1%
35. CCOC(=O)N1CCN(CC(=O)Nc2cc(OC)c(OC)cc2C#N)CC1
    15, -6%, 0%, -6%, 1%, -10%, 3%
36. CC(=O)N1CCOc2ccc(S(=O)(=O)NCCc3cccc(C)c3)cc21
    -13, 11%, 0%, -11%, 0%, 10%, -4%
37. CCSc1nc(O)c(C(c2cccc(OC)c2)c2c(O)nc(SCC)[nH]c2=O)c(=O)[nH]1
    38, -15%, -8%, 1%, -21%, -3%, 5%
38. CC(C)(C)c1ccc(C(=O)N/N=C2\C3CN4CCN(C3)CC2(c2ccccc2)C4)cc1
    -25, 7%, 4%, -6%, -30%, -1%, -11%
39. O=C(NN1C(=O)C2C(C1=O)C1C=CC2C12CC2)c1ccccc1Cl (stereo unspecified)
    24, 0%, 2%, 20%, -10%, -14%, 7%
40. O=C(NNC(=O)C1CC1)c1cccc([N+](=O)[O-])c1
    -15, 2%, -2%, 7%, -9%, -7%, -14%
41. NC(=O)c1nsc(C(=O)N(Cc2cccnc2)C(C(=O)NCc2ccc(F)cc2)c2ccc(O)cc2)c1N (stereo unspecified)
    ?, 15%, -9%, -25%, -41%, 0%, -3%
42. COC(=O)c1ccc(NC(=O)C(=O)c2cn(CC(=O)N3CCOCC3)c3ccccc23)cc1
    4, 20%, 2%, 0%, -9%, 0%, -4%
43. O=C(O)c1sccc1S(=O)(=O)N1CCOCC1
    0, -6%, 3%, -3%, -6%, ., -7%
44. O=C(COc1ccc(Cl)cc1)Nc1cc2c3c(c1)CC(=O)N3CCC2
    -20, -9%, 5%, -29%[8.37 µM], -19%, ., -20%
45. Cc1cc([N+](=O)[O-])ccc1NC(=O)c1cc2ccccc2o1
    7, 3%, 5%, 1%, -19%, 5%, 5%
46. COC(=O)c1nn(-c2ccccc2)c(Cl)c1/C=N/OCc1ccc(C)cc1
    29, -3%, 1%, ?, -16%, -5%, 3%
47. CC(C)c1ccc(NC(=O)CSC2=Nc3ccccc3C3=NC(CCC(=O)NCc4ccco4)C(=O)N23)cc1 (stereo unspecified)
    14, ., -12%, ., ., ., 7%

Compounds shown so far containing a Cl atom (8):
Fields: HCMV inh, AMA1 RON2 block, Tb PYK inh, HCV inhibitor, AmpC no deterg, LmPK inhibitor, AmpC inh detg
11. C/C(=N\OCc1cccc(C(=O)O)c1)c1ccc(Cl)cc1
    74, 3%, -5%, 3%, -32%, -18%, 6%
14. CC(N=C(NS(=O)(=O)c1ccc(Cl)cc1)c1ccccc1)C(=O)O (stereo unspecified)
    -9, -10%, 4%, 14%, -21%, 0%, -10%
15. CC(C)=CC(=O)OCC(=O)Nc1nc(C)c(Cl)cc1Cl
    59, 1%, 4%, -10%, -21%, 0%, ?
17. COc1ccccc1N(CC(=O)Nc1ccc(C)c(Cl)c1)S(=O)(=O)c1ccc(C)cc1
    ?, ., 3%, ., ., ., 5%
24. O=C(NCc1ccco1)c1ccc(Cl)c(S(=O)(=O)N2CCc3ccccc32)c1
    -82*, -15%, 3%, ?, -11%, -2%, -14%
39. O=C(NN1C(=O)C2C(C1=O)C1C=CC2C12CC2)c1ccccc1Cl (stereo unspecified)
    24, 0%, 2%, 20%, -10%, -14%, 7%
44. O=C(COc1ccc(Cl)cc1)Nc1cc2c3c(c1)CC(=O)N3CCC2
    -20, -9%, 5%, -29%[8.37 µM], -19%, ., -20%
46. COC(=O)c1nn(-c2ccccc2)c(Cl)c1/C=N/OCc1ccc(C)cc1
    29, -3%, 1%, ?, -16%, -5%, 3%
